IMPase cell inh – IMPase inhibition in cells | P97697 | CHO-M1 cells, IP1 accumulation, HTRF TR-FRET ratio | inhibition (IP1 accumulation), % at 46.1 µM | 120,000 tested, under 10 active; active = well fitted curve in the direction sought with a large enough effect in the signal ratio, not every such curve was filed as active; inconclusive = small, poorly fitted or top-dose-only effect, or a change in a side signal; inactive = no such curve, though single readings can be large or run the other way; the % refers to the signal ratio;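 note: cells stimulated with carbachol in lithium chloride buffer; plate controls were DMSO basal wells for no effect and reference inhibitor wells for full effect; higher means more IMPase inhibition seen as more IP1 and lower FRET ratio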
Target sequence (P97697 whole entry, looked up): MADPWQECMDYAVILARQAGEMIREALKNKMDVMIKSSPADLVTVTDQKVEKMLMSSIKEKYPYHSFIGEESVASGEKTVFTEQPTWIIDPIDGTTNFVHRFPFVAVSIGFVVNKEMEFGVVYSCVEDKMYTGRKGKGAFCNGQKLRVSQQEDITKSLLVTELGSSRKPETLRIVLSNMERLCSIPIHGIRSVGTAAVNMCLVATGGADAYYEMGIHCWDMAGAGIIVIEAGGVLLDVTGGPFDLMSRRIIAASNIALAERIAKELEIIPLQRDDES
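Carbachol-driven Gq signalling in CHO-M1 cells (2000/well) generates IP1. Compounds that block IMPase raise IP1 and so reduce the FRET signal from Eu-anti-IP1 and d2-IP1 after a 10 min room-temperature lysis.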
ALOX15B inhib – inhibitors of human 15-lipoxygenase 2 (ALOX15B). AID 881. purified 15hLO-2, xylenol orange hydroperoxide absorbance. O15296. hit rate 0.56% among 110,000. Potency, µM (doses to about 57.1 µM), for the others: at the top dose activity change, negative = inhibition, hits mostly inhibitors; note: potency is the fitted concentration of half-maximal effect; nearly all actives have a fitted effect of over 60% in size; many of its hits are not listed in these tables
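Purified human 15hLO-2 (50 nM final) preincubated with compounds 15 min at room temperature in 25 mM Hepes pH 7.5, 0.01% Triton X-100, then 45 uM arachidonic acid added for 90 min; hydroperoxide detected via ferrous/xylenol orange, 573/405 nm absorbance ratio.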
PNC inhibitor – perinucleolar compartment assembly inhibition. hit rate 3.1% among 140,000. PC3M PTB-GFP, PNC prevalence imaging, 16 h; hits give low values. activity change (PNC), negative = inhibition, % at 10 µM;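 active = readout at or below -70, meaning at least 70% loss of cells showing the perinucleolar compartment, a nuclear body marking cancer cells; inconclusive = readout between -30 and a set limit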;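 note: plate controls were DMSO wells for no effect and camptothecin positive control wells for full effect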
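Compounds are pinned in duplicate onto adhered PC3M cells stably expressing GFP-tagged PTB and incubated 16 h at 37 C. Cells are then fixed, nuclei stained with Hoechst, and PNC-positive cells counted.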
12-hLO inh – 12-hLO (ALOX12) enzyme inhibition | purified 12-hLO, xylenol orange hydroperoxide absorbance | P18054 | hit rate 0.12% among 150,000 | AID 1452 | Potency, µM (series often up to 57.1 µM), for the others: at the highest dose activity change, negative = inhibition, most hits filed as inhibitors; note: potency is the fitted concentration of half-maximal effect; nearly all actives have a fitted effect of over 55% in size; many of its hits are not listed in these tables
Target sequence (P18054 whole entry, looked up): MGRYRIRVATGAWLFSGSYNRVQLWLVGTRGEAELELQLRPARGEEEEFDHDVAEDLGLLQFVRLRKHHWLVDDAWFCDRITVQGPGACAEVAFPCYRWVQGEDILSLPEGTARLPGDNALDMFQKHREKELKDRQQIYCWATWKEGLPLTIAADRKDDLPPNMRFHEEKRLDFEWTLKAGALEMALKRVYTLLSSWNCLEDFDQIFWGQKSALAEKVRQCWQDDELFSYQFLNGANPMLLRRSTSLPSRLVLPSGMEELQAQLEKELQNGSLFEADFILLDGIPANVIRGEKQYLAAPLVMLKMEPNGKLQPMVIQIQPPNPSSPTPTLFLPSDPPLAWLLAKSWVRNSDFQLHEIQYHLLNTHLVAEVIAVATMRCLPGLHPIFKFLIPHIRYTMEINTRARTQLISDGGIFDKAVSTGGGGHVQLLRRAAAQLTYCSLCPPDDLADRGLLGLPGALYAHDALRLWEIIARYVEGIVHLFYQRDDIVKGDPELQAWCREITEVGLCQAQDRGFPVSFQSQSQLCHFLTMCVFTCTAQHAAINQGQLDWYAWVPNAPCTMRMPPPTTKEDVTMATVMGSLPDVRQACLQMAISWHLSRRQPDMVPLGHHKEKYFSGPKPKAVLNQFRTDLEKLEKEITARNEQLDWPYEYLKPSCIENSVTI
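Hydroperoxide formation by human 12-lipoxygenase from 40 uM arachidonic acid was followed colorimetrically via ferric-xylenol orange complex, using the 573/405 nm absorbance ratio. Enzyme concentration was 150 nM, with 30 min reaction at room temperature.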
Numbers without * were called inactive; ? = inconclusive; / = not tested or not shown; & = joins results of further samples; [ ] = remark or other dose. Unless noted, calls come from the whole dose curve; as a rule, active = well fitted curve in the direction sought with a large enough effect; inconclusive = small, poorly fitted or top-dose-only effect, or another doubt; inactive = no such curve, though single readings can be large; an effect the other way counts as inactive or inconclusive. Unless noted, % is set by controls: 0 for no effect and ±100 for the full control effect.

Field names: A = IMPase cell inh; B = ALOX15B inhib; C = PNC inhibitor; D = 12-hLO inh
#1 O=c1oc2ccccc2c(O)c1Cc1c(O)c2ccccc2oc1=O
  A: -4.2[20.6 µM]; B: 2.7%; C: /; D: -0.1%

#2 Cc1ccc(-c2nn(Cc3ccccc3)cc2C=O)cc1C
  A: /; B: /; C: 34.9; D: -4.0%

#3 N[C@@H](Cc1c[nH]c2cc([N+](=O)[O-])ccc12)C(=O)O
  A: /; B: -7.8%[11.4 µM]; C: /; D: -2.7%[11.4 µM]

#4 Cn1c(C(=O)O)c(CC(=O)N2CCN(Cc3ccccc3)CC2)c2ccccc21
  A: -12.9; B: -4.3%; C: ?; D: 2.0%

#5 CCCCOC(C)=O
  A: /; B: 4.2%; C: /; D: -2.2%

#6 C=CCN1C[C@H](C)N([C@@H](c2ccccc2)c2ccc(C(=O)N(CC)CC)cc2)C[C@H]1C
  A: 5.6; B: 18.7%; C: /; D: -4.6%

#7 Clc1ccc(C(Cl)(Cl)Cl)c(Cl)c1
  A: /; B: -11.1%; C: /; D: -3.9%

#8 CC(=O)CCC(C)=O
  A: /; B: -5.0%; C: /; D: -4.5%

#9 CCC(=NCc1ccco1)c1c(O)n(-c2ccc(C)cc2)c(=O)[nH]c1=O
  A: -0.2; B: -0.2%; C: 18.8; D: -4.9%

#10 Cc1cccc(C)c1NC1=NCCCS1
  A: 6.0; B: 1.3%; C: 0.3; D: -2.7%

#11 CCc1ccc(-n2c(O)c(/C=N/NC(=O)c3ccncc3)c(=O)[nH]c2=O)cc1
  A: 1.2; B: /; C: -11.4; D: -1.0%

#12 CCCC(C)C1C(C#N)=C(N)Oc2c1c(=O)oc1ccccc21 (stereo not drawn)
  A: 11.0; B: 0.1%; C: 12.6; D: -5.0%

#13 C[C@]12Cc3cn4c(nc3C=C1CC[C@H]1[C@@H]2CC[C@@]2(C)[C@H]1CC[C@@]2(O)C#N)nc1ccccc14
  A: 2.1; B: 16.0%; C: /; D: -7.4%

#14 COC(=O)COc1cc(Cl)c(Cl)cc1Cl
  A: /; B: 0.2%; C: /; D: 0.3%

#15 CCC(=NCc1ccco1)c1c(O)n(-c2ccccc2)c(=O)[nH]c1=O
  A: 0.9; B: -19.8%; C: 12.2; D: -3.3%

Next section:
Field names: A = IMPase cell inh; B = ALOX15B inhib; C = PNC inhibitor; D = 12-hLO inh
#16 Cc1ccccc1-n1c(O)c(C=Nc2ccc3c(c2)OCO3)c(=O)[nH]c1=O
  A: 6.0; B: -5.7%; C: 13.1; D: -12.5%

#17 CN(C)CCN=Cc1c(O)n(C2CCCCCC2)c(=O)[nH]c1=O
  A: 2.4; B: 9.2%; C: 12.0; D: 12.5%

#18 COc1cc2c(cc1O)C[C@H]1NCCc3cc4c(c-2c31)OCO4
  A: /; B: /; C: 12.9; D: -5.8%

#19 CC(C)N1CCC2(CC1)NC(CO)(CO)CO2
  A: -11.9; B: 7.7%; C: -15.3; D: -8.6%

#20 COC1=CC(=O)OC(/C=C/c2ccccc2)C1 (stereo not drawn)
  A: /; B: /; C: ?; D: -3.2%

#21 OCC1CO1 (stereo not drawn)
  A: /; B: -3.4%; C: /; D: -0.4%

#22 O=C(N/N=C/c1c(O)n(CCc2ccccc2)c(=O)[nH]c1=O)c1ccncc1
  A: -5.1; B: /; C: -5.1; D: -1.7%

#23 O=P(/C(=N/O)N1CCOCC1)(N1CCOCC1)N1CCOCC1
  A: -0.8[1.84 µM]; B: 3.1%[11.4 µM]; C: 9.2; D: -1.3%

#24 COC(=O)C(C#N)C(c1cccnc1)c1c(C)[nH][nH]c1=O (stereo not drawn)
  A: ?; B: -7.0%; C: 34.7; D: -6.8%

#25 COc1ccc(P2(=O)Nc3ccccc3N2)cc1
  A: ?; B: -6.2%; C: 24.8; D: 9.1%

#26 COc1cc(C(=O)NC2CC3CCCC(C2)N3CC(=O)Nc2ccccc2)cc(OC)c1OC (stereo not drawn)
  A: ?; B: 23.1%; C: -9.9; D: 2.3%

#27 COc1cc2c(c(OC)c1OC)-c1ccc(O)c(=O)cc1[C@H](N)CC2
  A: 2.9[20.6 µM]; B: 26.0%[25.6 µM]; C: /; D: -13.4%[25.6 µM]

#28 CC(C)N(C(=O)CCl)c1ccccc1
  A: /; B: -11.8%; C: /; D: 5.9%

#29 COP(=O)(OC)[C@@H](O)C(Cl)(Cl)Cl
  A: 5.0[20.6 µM]; B: 0.7%[25.6 µM]; C: /; D: -0.8%[25.6 µM]

#30 Cc1cccc(N2CCN(CCc3ccccc3)CC2)c1C
  A: 4.2; B: 57.4%[activator]; C: -23.2; D: -10.9%

Reformatted with one line to a screen: part of the list above
13	C[C@]12Cc3cn4c(nc3C=C1CC[C@H]1[C@@H]2CC[C@@]2(C)[C@H]1CC[C@@]2(O)C#N)nc1ccccc14
14	COC(=O)COc1cc(Cl)c(Cl)cc1Cl
15	CCC(=NCc1ccco1)c1c(O)n(-c2ccccc2)c(=O)[nH]c1=O
16	Cc1ccccc1-n1c(O)c(C=Nc2ccc3c(c2)OCO3)c(=O)[nH]c1=O
17	CN(C)CCN=Cc1c(O)n(C2CCCCCC2)c(=O)[nH]c1=O
18	COc1cc2c(cc1O)C[C@H]1NCCc3cc4c(c-2c31)OCO4
19	CC(C)N1CCC2(CC1)NC(CO)(CO)CO2
20	COC1=CC(=O)OC(/C=C/c2ccccc2)C1 (stereo not drawn)
21	OCC1CO1 (stereo not drawn)
22	O=C(N/N=C/c1c(O)n(CCc2ccccc2)c(=O)[nH]c1=O)c1ccncc1
screen / no.	13	14	15	16	17	18	19	20	21	22
IMPase cell inh	2.1	/	0.9	6.0	2.4	/	-11.9	/	/	-5.1
ALOX15B inhib	16.0%	0.2%	-19.8%	-5.7%	9.2%	/	7.7%	/	-3.4%	/
PNC inhibitor	/	/	12.2	13.1	12.0	12.9	-15.3	?	/	-5.1
12-hLO inh	-7.4%	0.3%	-3.3%	-12.5%	12.5%	-5.8%	-8.6%	-3.2%	-0.4%	-1.7%

23	O=P(/C(=N/O)N1CCOCC1)(N1CCOCC1)N1CCOCC1
24	COC(=O)C(C#N)C(c1cccnc1)c1c(C)[nH][nH]c1=O (stereo not drawn)
25	COc1ccc(P2(=O)Nc3ccccc3N2)cc1
26	COc1cc(C(=O)NC2CC3CCCC(C2)N3CC(=O)Nc2ccccc2)cc(OC)c1OC (stereo not drawn)
27	COc1cc2c(c(OC)c1OC)-c1ccc(O)c(=O)cc1[C@H](N)CC2
28	CC(C)N(C(=O)CCl)c1ccccc1
29	COP(=O)(OC)[C@@H](O)C(Cl)(Cl)Cl
30	Cc1cccc(N2CCN(CCc3ccccc3)CC2)c1C
screen / no.	23	24	25	26	27	28	29	30
IMPase cell inh	-0.8[1.84 µM]	?	?	?	2.9[20.6 µM]	/	5.0[20.6 µM]	4.2
ALOX15B inhib	3.1%[11.4 µM]	-7.0%	-6.2%	23.1%	26.0%[25.6 µM]	-11.8%	0.7%[25.6 µM]	57.4%[activator]
PNC inhibitor	9.2	34.7	24.8	-9.9	/	/	/	-23.2
12-hLO inh	-1.3%	-6.8%	9.1%	2.3%	-13.4%[25.6 µM]	5.9%	-0.8%[25.6 µM]	-10.9%

The list goes on:
Field names: A = IMPase cell inh; B = ALOX15B inhib; C = PNC inhibitor; D = 12-hLO inh
#31 COc1ccc(C(C)=O)cc1CC(C(=O)c1ccc(Br)cc1)N(C)C (stereo not drawn)
  A: -14.2; B: /; C: ?; D: -1.8%

#32 COc1cccc(C2CC3C(=O)C=CC2N3Cc2ccccc2)c1 (stereo not drawn)
  A: /; B: /; C: 54.3; D: -2.8%

#33 O=C(c1ccc(CS(=O)(=O)c2ccccc2)o1)N1CCC2(CC1)OCCO2
  A: 9.2; B: 1.5%; C: 24.5; D: 2.9%

#34 CN1C2CCC1CC(OC(=O)c1ccc([N+](=O)[O-])cc1)C2 (stereo not drawn)
  A: /; B: /; C: -9.4; D: 1.0%

#35 CCCCn1c(=O)c(C(=O)NCc2ccncc2)c(O)c2ccccc21
  A: 6.7; B: 35.7%[activator]; C: 46.5; D: -15.7%

#36 COc1cc2c(cc1OC)[C@H](C)NCC2
  A: 2.2[20.6 µM]; B: 1.3%[25.6 µM]; C: /; D: 0.9%[25.6 µM]

#37 O=[N+]([O-])c1ccc2nc(N3CCNCC3)ccc2c1
  A: 6.4; B: 18.5%; C: /; D: 5.6%

#38 O=c1[nH]c(=O)n(C2CCCCCC2)c(O)c1C=NCC1CCCO1 (stereo not drawn)
  A: 12.6; B: 1.0%; C: ?; D: -1.5%

#39 CCOC(=O)CC(SP(=O)(OC)OC)C(=O)OCC (stereo not drawn)
  A: /; B: -6.0%; C: /; D: -2.7%

#40 COC1=CC2C3Cc4ccc(OC)c(O)c4[C@]2(CCN3C)CC1=O (stereo partly drawn)
  A: /; B: -0.2%; C: /; D: 1.4%

#41 C=CCN1CC[C@]23c4c5ccc(O)c4OC2C(=O)CC[C@]3(O)C1C5 (stereo partly drawn)
  A: /; B: 19.9%; C: /; D: -2.5%

#42 CC(C)C[C@H](NC(=O)[C@@H]1CCCN1C(=O)[C@@H](N)Cc1ccc(O)cc1)C(=O)NCC(N)=O
  A: /; B: /; C: -29.5; D: -1.5%

#43 CC1(C)CN=C(NCc2ccccc2Cl)S1
  A: 7.1; B: 31.2%[activator]; C: 7.4; D: -3.2%

#44 O=C(Cn1ncc2c3ccccc3n(Cc3ccccc3F)c2c1=O)N1CCC2(CC1)OCCO2
  A: -4.9; B: -3.2%; C: -29.1; D: 2.1%

#45 O=P1(NC2CCCC2)COc2ccccc2OC1
  A: 3.2; B: 4.9%; C: -25.8; D: 3.3%

Remaining list, next part:
Field names: A = IMPase cell inh; B = ALOX15B inhib; C = PNC inhibitor; D = 12-hLO inh
#46 CCC1=C(C[C@H]2NCCc3cc(OC)c(OC)cc32)C[C@H]2c3ccccc3CCN2C1
  A: /; B: 15.3%[11.4 µM]; C: /; D: 11.2%[11.4 µM]

#47 CN1CCC(OC(=O)C2c3ccccc3Oc3ccccc32)CC1
  A: -1.0; B: 26.9%; C: -20.1; D: 7.0%

#48 COc1cccc(N2CCN(Cc3ccc(Cl)cc3)CC2)c1
  A: 6.0; B: 24.8%; C: 7.8; D: 0.1%

#49 COC(=O)C1=Nc2ccccc2/C1=C\c1c(O)n(-c2ccc(OC)cc2)c(=O)[nH]c1=O
  A: 13.4; B: -8.9%; C: 67.0; D: ?

#50 O=C(O)CCC1NCC2CC1CN1CCCCC21 (stereo not drawn)
  A: /; B: -0.5%; C: /; D: 8.8%

#51 CC(ON1CC1(C(F)(F)F)C(F)(F)F)(C(N)=O)C(N)=O (stereo not drawn)
  A: /; B: /; C: -92.8*; D: 0.1%

#52 CCCN1CCO[C@@H]2c3cc(O)ccc3OC[C@@H]21
  A: -4.0; B: 5.0%; C: /; D: 4.8%

#53 CCN(CCNc1ccc([N+](=O)[O-])c2cccnc12)S(=O)(=O)c1ccc(Cl)cc1
  A: 2.3; B: -7.7%; C: -2.5; D: -11.5%

#54 C[C@H]1CCCC(=O)CCC/C=C/c2cc(O)cc(O)c2C(=O)O1
  A: -3.1; B: -6.7%&-6.8%&-6.6%; C: ?; D: -18.4%&-1.9%&-8.1%

#55 NC1(P(=O)(O)O)CCCCC1
  A: /; B: -5.6%[11.4 µM]; C: /; D: -4.7%[11.4 µM]

#56 COc1ccc(/C=C/c2cc(O)cc(O)c2)cc1
  A: /; B: -0.9%; C: /; D: ?

Assay outcomes (PubChem)

Only part of the results is shown; rates above refer to the full screens.
